Screening data deposited in PubChem BioAssay by several laboratories.
SIAH1 antagonists = blockers of Siah-1 interaction with plectin peptide – biochemical, fluorescence polarization, rhodamine-plectin, uHTS, primary screen (AID 1817) | Siah-1 / rhodamine-plectin peptide fluorescence polarization; higher % means a stronger effect | displacement, % at 20 µM, or IC50 in µM where a hit was titrated | 0.02% of 290,000 active;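 active = displacement of at least 50% at 20 µM, with a fluorescence ratio check between 0.3 and a set limit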;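 note: plate controls were Siah plus tracer with DMSO for no effect and tracer alone without Siah for full effect; strong numbers were not always called active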
K1F lysis inhibition = inhibition of K1F phage lysis, E. coli UTI89, bacterial capsule biogenesis inhibitors, alamar blue (AID 488966) | one-dose inhibition, % at 100 µM; IC50 in µM for titrated hits | E. coli UTI89 K1F phage lysis, alamar blue, 2 h; higher % means a stronger effect | 0.02% of 340,000 active;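 active = phage lysis inhibition, versus mean bacterial control, above a set limit; inconclusive = no clear call, values can overlap the other calls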;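 note: capsule biogenesis inhibitors block K1F phage lysis so surviving cells raise fluorescence; higher fluorescence means more inhibition of phage lysis; actives were called in the ten point dose series up to 300 µM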
AID2073 = disruptors of CaV2.2 binding to Mint1 – biochemical, HTRF (AID 2073). HTRF protein-protein interaction, Mint1-CaV2.2; higher % means a stronger effect. inhibition, % at 20 µM; hits with a dose series show IC50 in µM. 0.19% of 290,000 active; in the data active = inhibition mostly above about 51%, no sharp cut-off; inconclusive = no clear call, values can overlap the other calls; inactive = mostly below about 53%; note: some results filed as inactive read as strong as hits
NTR1 agonist = agonists of NTR1, primary screen, imaging, U2OS cells, beta-arrestin-GFP, high content (AID 493036); P30989; NTR1-U2OS beta-arrestin-GFP spot imaging, agonist mode; activation, % at 20 µM; 0.17% of 330,000 active;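 active = activation at or above 40% of the spot to cytoplasm intensity ratio, with at least 20 cells analyzed; inconclusive = wells under 20 cells, flagged as cytotoxic or low count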;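 note: 0% = DMSO without peptide and 100% = 100 nM NTR1 peptide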
Target sequence (P30989 whole entry, looked up): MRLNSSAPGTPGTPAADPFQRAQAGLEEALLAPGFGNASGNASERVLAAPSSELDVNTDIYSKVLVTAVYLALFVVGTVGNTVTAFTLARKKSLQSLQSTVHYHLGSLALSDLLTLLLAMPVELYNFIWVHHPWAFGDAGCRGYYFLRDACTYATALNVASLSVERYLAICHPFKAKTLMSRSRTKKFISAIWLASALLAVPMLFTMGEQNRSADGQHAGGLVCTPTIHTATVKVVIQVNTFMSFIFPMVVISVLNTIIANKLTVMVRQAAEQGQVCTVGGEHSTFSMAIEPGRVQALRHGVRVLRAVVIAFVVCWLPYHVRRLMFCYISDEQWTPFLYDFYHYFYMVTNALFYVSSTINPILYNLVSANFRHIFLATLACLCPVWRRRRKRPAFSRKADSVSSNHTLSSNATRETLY
Dengue-2 NS5 capping = flavivirus cap methylation enzyme inhibition – biochemical, confirmation dose response, primary screen (AID 588689). 0.3% of 340,000 active. inhibition, % at 25 µM; hits with a dose series show IC50 in µM. Dengue-2 NS5 methyltransferase capping enzyme assay, biochemical; higher % means a stronger effect; in the data active = a potency from the dose series; inconclusive = inhibition above about 29% without an active follow-up result
Rac1 GTP hydrolysis = MgcRacGAP GTPase-activating activity inhibitors, confirmation, biochemical, ADP Hunter fluorescence. MgcRacGAP-stimulated Rac1 GTP hydrolysis, ADP Hunter fluorescence; higher % means a stronger effect; GST-tagged Rac1 F28L mutant substrate. one-dose inhibition, % at 30 µM; IC50 in µM for titrated hits. 0.6% of 340,000 active;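 active = first-screen hits whose inhibition reached a set limit at any dose in the follow-up dose series; inconclusive = inhibition above the set first-screen limit but never retested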;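 note: fluorescence reports GDP produced by GAP-driven GTP hydrolysis; strong numbers were not always called active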
RSV CPE inhibition = inhibition of RSV-induced cytopathic effect – HEp-2 cells, primary 10 µM value included (AID 2391). 0.13% of 310,000 active. HEp-2 cells, RSV-induced CPE inhibition; higher % means a stronger effect. CPE inhibition, % at 10 µM, or IC50 in µM where a hit was titrated; in the data active = a potency from the dose series; inconclusive = CPE inhibition mostly from about 23% at the one dose, without a potency; inactive = the rest, 99 in 100 with CPE inhibition below about 21%; note: strong numbers were not always called active
Large T inhibition = TAg ATPase/helicase activity blockers – biochemical (AID 1903); SV40 large T antigen ATPase/helicase inhibition assay; higher % means a stronger effect; 0.39% of 310,000 active; one-dose inhibition, % at 20 µM; IC50 in µM for titrated hits; in the data active = a potency from the dose series; inconclusive = inhibition mostly from about 32% at the one dose, without a potency; inactive = the rest, 99 in 100 with inhibition below about 32%; note: strong numbers were not always called active
West Nile virus CPE = West Nile virus antiviral activity, cell-based, CPE readout (AID 1621); West Nile virus-infected cells, CPE inhibition; higher % means a stronger effect; one-dose CPE inhibition, % at 10 µM; IC50 in µM for titrated hits; 0.02% of 290,000 active; in the data active = a potency from the dose series; inconclusive = CPE inhibition mostly from about 3.7% at the one dose, without a potency; inactive = the rest, 99 in 100 with CPE inhibition below about 2.2%; note: strong numbers were not always called active
NTR1 agonist cell count 20 µM = second read-out of NTR1 agonist, no call of its own (marks repeat the call); cell count; measured here: cell count, cytotoxicity flag
Dengue-2 NS5 capping pilot replicate = also measured in Dengue-2 NS5 capping; calls as there; inhibition, %; measured here: pilot screen replicate inhibition
Active calls of the source: *; ? = inconclusive; / = no result given; [ ] = dose if it differs, or a comment.

SMILES | SIAH1 antagonists | K1F lysis inhibition | AID2073 | NTR1 agonist | NTR1 agonist cell count 20 µM | Dengue-2 NS5 capping | Rac1 GTP hydrolysis | RSV CPE inhibition | Large T inhibition | West Nile virus CPE | others
Cc1ccc(OC(C)C(=O)N2CCc3ccccc32)cc1 (stereo unspecified) | 2% | 0.2% | -4% | 1.4 | 65 | 1% | 6% | 1.2% | -1% | -0.1%
O=C(O)[C@@H](c1ccccc1)N1Cc2ccccc2C1=O | 8% | -0.8% | -4% | 1.0 | 89 | -3% | 0% | 0.6% | 0% | 0.4%
Cc1ccccc1Cn1ccc(NC(=O)c2nn3cccnc3c2Cl)n1 | 0% | -0.3% | 8% | 1.4 | 63 | -2% | 13% | 2.2% | 10% | -1.3%
Cc1ccccc1NC(=O)/C(C#N)=C\c1cn(CC(=O)O)c2ccccc12 | -2% | / | 38% | -0.9 | 36 | / | / | 1.9% | 16% | 0.1%
Cc1ccc(S(=O)(=O)N2CCCCC2)cc1C(=O)N(C)CCOc1ccccc1 | -2% | 0.1% | 10% | 1.8 | 64 | 1% | 8% | 4.5% | 3% | -1.1%
COC(=O)C1=C(C)N(Cc2cccnc2)C(=O)C1 | 4% | 3.6% | 5% | 0.4 | 59 | 12% | 5% | 1.7% | 7% | -0.2% | Dengue-2 NS5 capping pilot replicate=-2.0
CN1CCN(C(=O)c2ccc3c(c2)OCCO3)CC1 | 3% | 5.1% | 8% | -8.3 | 43 | -2% | 0% | -0.5% | 9% | 0.1%
COc1ccc(N(CC(=O)N/N=C/c2ccc(N(C)C)cc2)S(=O)(=O)c2ccccc2)cc1 | -2% | -0.1% | 10% | 0.7 | 70 | 0% | 14% | 4.1% | 7% | -1.2%
Cc1cc(C(=O)N/N=C/c2ccncc2)c(C)o1 | 12% | -0.6% | 1% | 0.4 | 48 | -2% | -13% | -0.7% | 8% | -0.1%
Cc1cccc(S(=O)(=O)Nc2ccc(-c3nc4ccc(C)cc4s3)cc2)c1 | -4% | 0.2% | 6% | 4.7 | 53 | 2% | -11% | 8.2% | -3% | -0.6%
CC(=O)c1cc(-c2nc3ccccc3n2C)n(C)c1 | 0% | -1.0% | 7% | -0.3 | 59 | -10% | 2% | ? | 5% | 0.0%
CCOc1ccc(NC(=O)CN(C)C(=O)COc2cccc3c2OC(C)(C)C3)cc1OCC | / | 0.7%[50 µM] | / | -2.9 | 54 | -2% | 1% | 1.5% | / | /
COC(=O)[C@H]1Cc2c([nH]c3ccccc23)[C@H](c2ccccc2)N1 | 4% | -0.2%[50 µM] | 1% | -1.9 | 35 | -12% | 6% | 1.1% | 4% | -1.0%
O=C(CN1C(=O)S/C(=C\c2cccc(Cl)c2)C1=O)NC1C=CS(=O)(=O)C1 (stereo unspecified) | 0% | -0.1% | 2% | 0.0 | 61 | 2% | 5% | 7.0% | 8% | 1.0%
COCCCNC(=O)CS(=O)(=O)Cc1nc(-c2ccccc2C)oc1C | 5% | -0.3% | 4% | -0.4 | 92 | -3% | 9% | 1.1% | 6% | 0.1%
COc1ccc(N(C2CSC2)S(=O)(=O)c2ccccc2)cc1 | 1% | 2.6% | -1% | 1.3 | 51 | 2% | 4% | 1.1% | 13% | -0.5%
Cc1cccc(NS(=O)(=O)c2cccc(C(=O)N3CCCCCCC3)c2)c1 | / | -0.2%[50 µM] | / | 1.0 | 96 | -4% | 8% | 2.0% | / | /
COc1ccc(NC(=O)c2cccnc2Nc2ccc(OC)cc2)cc1 | -2% | 0.0% | 4% | 0.6 | 42 | 1% | 10% | 19% | 19% | 0.2%
Cc1cccc(NC(=O)C2CCN(S(=O)(=O)c3c(C)noc3C)CC2)c1 | 2% | 0.2% | 0% | -0.5 | 52 | -1% | 12% | -0.1% | 8% | 0.0%
c1ccc(CNc2nc(-c3cccs3)nc3ccccc23)nc1 | 0% | -0.7% | 14% | 1.1 | 35 | -8% | 0% | 15% | -3% | 0.0%
Cn1cccc1Cc1nnc(SCC(=O)Nc2ccc(F)cc2)n1-c1ccc(F)cc1 | -2% | 3.9% | 1% | 2.7 | 56 | 2% | 1% | 0.3% | 10% | -1.1%
C/C(=N\NC(=O)c1cc(-c2cccs2)nc2ccccc12)c1ccccn1 | -2% | ? | 19% | -1.2 | 97 | 1% | 1% | 4.0% | 11% | ?
O=C(Nc1ccc2c(c1)OCO2)C1CCN(S(=O)(=O)c2ccc3c(c2)OCCO3)CC1 | -1% | 0.1% | 5% | -0.8 | 57 | -4% | -2% | 2.2% | -4% | 0.0%
CCN1CCCC1CNC(=O)C1CCN(Cc2nc(-c3cccc(Br)c3)oc2C)CC1 (stereo unspecified) | -1% | 0.6% | 8% | -1.5 | 103 | -4% | 12% | -2.7% | 23% | / | Dengue-2 NS5 capping pilot replicate=-1.5
CN(C)CCNC(=O)C12CC3(C)CC(C)(CC(C)(C3)C1)C2 | 2% | 7.9% | -2% | -0.8 | 69 | -10% | 7% | -0.1% | 4% | 0.8%
CCCCOC(=O)C1=C(C)Nc2ncnn2C1c1cc(OC)ccc1OC (stereo unspecified) | 0% | 0.0% | -3% | -2.9 | 98 | -5% | 9% | 20% | -2% | -0.5% | Dengue-2 NS5 capping pilot replicate=-0.1
COc1ccc(Nc2nc(-c3cccc(OC)c3O)nc3ccccc23)cc1 | 1% | 2.4%[50 µM] | 10% | 21 | 95 | -1% | 9% | ? | 4% | 1.4%
Cc1ccc(-c2nnc3cccc(Cl)n23)cc1 | -5% | 0.2% | 0% | 1.9 | 55 | -2% | 5% | 22% | 8% | -0.1%
CN=c1scc(C)n1/N=C/c1ccc(O)cc1O | -3% | 0.8% | -9% | 0.6 | 54 | 2% | 11µM* | 19% | 4.3µM* | 1.1%
COc1ccc(S(=O)(=O)Nc2cccc(S(=O)(=O)NC3=NCCC3)c2)cc1[N+](=O)[O-] | / | 0.3%[50 µM] | / | 0.7 | 66 | -1% | 1% | -2.7% | 12% | /
Cc1ccc(NC(=O)C(=O)NCCN2CCN(C(=S)Nc3ccccc3)CC2)cc1 | -2% | 3.3% | -24% | 0.1 | 58 | -8% | 10% | 0.2% | 6% | -0.6%
Brc1ccccc1-n1nnc(-c2cnc3ccccc3c2)n1 | / | 1.9% | / | 10 | 78 | 7% | -8% | 3.4% | 10% | -1.9%
COC(=O)c1ccc(CSc2nc(C(F)(F)F)c3c(c2C#N)CCC3)o1 | 0% | 0.2% | 26% | 4.2 | 40 | 0% | 13% | 2.2% | 2% | /
COc1ccc(C2=NOC(C(=O)N3CCCCCC3)C2)cc1OC (stereo unspecified) | 2% | -0.8% | 3% | 2.1 | 77 | -1% | 10% | / | 2% | 0.2%
O=C(CNC(=O)c1ccco1)Nc1ccncc1 | / | 3.4%[50 µM] | / | 1.9 | 79 | 1% | 3% | 0.5% | 5% | /
COc1ccc(CCNC(=O)C2(C)CCC(=O)N2Cc2ccc(F)cc2Cl)cc1OC (stereo unspecified) | 0% | 0.0% | 4% | -1.0 | 90 | -7% | 7% | 1.1% | 13% | -0.8%

Of the compounds above, these have a cyano group.
SMILES | SIAH1 antagonists | K1F lysis inhibition | AID2073 | NTR1 agonist | NTR1 agonist cell count 20 µM | Dengue-2 NS5 capping | Rac1 GTP hydrolysis | RSV CPE inhibition | Large T inhibition | West Nile virus CPE | others
Cc1ccccc1NC(=O)/C(C#N)=C\c1cn(CC(=O)O)c2ccccc12 | -2% | / | 38% | -0.9 | 36 | / | / | 1.9% | 16% | 0.1%
COC(=O)c1ccc(CSc2nc(C(F)(F)F)c3c(c2C#N)CCC3)o1 | 0% | 0.2% | 26% | 4.2 | 40 | 0% | 13% | 2.2% | 2% | /

(further entries)
SMILES | SIAH1 antagonists | K1F lysis inhibition | AID2073 | NTR1 agonist | NTR1 agonist cell count 20 µM | Dengue-2 NS5 capping | Rac1 GTP hydrolysis | RSV CPE inhibition | Large T inhibition | West Nile virus CPE | others
Cc1cccc(C2=NN(c3ccccc3)[C@@H](C(=O)N3CCOC3=O)[C@@H]2c2ccc(Cl)cc2)c1 | / | 0.4% | / | 1.1 | 70 | -7% | 6% | / | / | / | Dengue-2 NS5 capping pilot replicate=-9.4
Cn1c2ccccc2c2cnn(CC(=O)N3CCCCC3)c(=O)c21 | 6% | 0.1% | 10% | 0.6 | 64 | -5% | 9% | 0.9% | 6% | 0.1%
Cc1ccccc1NC(=O)Cc1nnc(SCc2ccc(Cl)c(Cl)c2)n1C | 2% | -0.1% | -4% | -1.1 | 55 | -1% | 3% | 3.3% | 6% | -0.2%
Cn1cnc(S(=O)(=O)NC2CCN(Cc3ccccc3)CC2)c1 | -5% | 1.2% | 5% | -0.4 | 75 | -4% | 12% | -0.8% | 2% | -0.3%
Cc1cc(C)c(S(=O)(=O)CCC(C)C)c(=O)[nH]1 | -4% | 0.4% | 10% | 2.2 | 42 | / | 4% | 0.7% | 20% | 0.0%
CC(=O)c1cccc(NC(=O)C2CCCC2)c1 | 0% | 0.2% | 4% | -1.8 | 46 | -3% | 14% | 0.8% | 20% | -0.1%
COc1cccc(N(CC(=O)Nc2ccc3c(c2)OCO3)S(=O)(=O)c2ccccc2)c1 | 1% | 0.5% | -3% | -1.3 | 59 | 1% | 7% | 0.1% | 4% | -0.4%
O=C(COC(=O)C12CC3CC(CC(C3)C1)C2)Nc1ncc(Cl)cc1Cl | -4% | 5.7% | 0% | 2.7 | 78 | 7% | 5% | 0.0% | 11% | ?
C[C@H]1CN([C@@H](C)CO)C(=O)Cc2cc(NC(=O)CCC(F)(F)F)ccc2O[C@H]1CN(C)Cc1ccc(C(F)(F)F)cc1 | / | 2.6% | / | 15 | 63 | 4% | 7% | / | / | /
O=c1cc(CNc2ccc(Br)cc2)nc2sccn12 | 5% | 1.0%[50 µM] | -5% | -1.0 | 55 | 5% | 9% | 9.8% | 5% | 0.3%
O=C(NCc1ccccc1)c1ccco1 | -1% | 0.8% | -6% | 0.3 | 56 | -2% | 7% | 0.8% | 22% | 0.2%
O=C(c1ccc(OC2CCN(C(=O)c3cccnc3)CC2)cc1)N1CCCCCC1 | 0% | 0.6% | 10% | 0.4 | 29 | -4% | 5% | 10% | 5% | -1.1%
O=C(O)c1ccc(C2CCCCC2)cn1 | -2% | -0.4% | -7% | 9.7 | 87 | -1% | 9% | 0.7% | 24% | 0.5%
CC(C)N(C(=O)COC(=O)CNS(=O)(=O)c1ccccc1F)c1ccccc1 | -10% | -0.4% | -12% | 2.6 | 30 | 3% | 5% | 2.1% | 13% | -0.4%
